SR-BI DiI inh: inhibitors of mouse SR-BI mediated HDL lipid uptake; inhibition, % at 12.5 µM; 0.96% of 320,000 active; ldlA[mSR-BI] CHO cells, DiI-HDL uptake fluorescence, 3 h; AID 488896; Q61009;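 active = mean replicate inhibition of at least 70% and a set share of replicates each scoring 70 or more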;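 also: 0% = median of neutral control wells and 100% = median of positive control wells; values of inactives mirror those of a sister screen read the other way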
Arrestin-AP2 inh: blocks beta-arrestin peptide binding to AP2 adaptin; FITC-arrestin peptide / GST-AP2 beads, flow cytometry; AP2 beta2 appendage carries R879A mutation; inhibition, % at 10 µM; 0.31% of 340,000 active; AID 504490;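 active = inhibition above a set limit, near 3 SD of compounds lacking own fluorescence, cut at about 54% in these data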;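 also: plate controls were DMSO wells for no effect and 5 µM unlabelled arrestin peptide for full effect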
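system = GST-tagged AP2 beta2-adaptin appendage (R879A) on 4 µm glutathione beads | reagent = FITC-labelled arrestin peptide probe, 50 nM final | schedule = compound with beads 12 min RT, then probe 1 h RT | signal = HyperCyt-sampled flow cytometry, FL1 channel, ex 488/em 535 nm | read-out = percent response from loss of bead-bound FITC fluorescence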
SR-BI DiI-HDL act: enhances SR-BI lipid uptake from DiI-HDL | activation, % at 12.5 µM | 0.096% of 320,000 active | CHO ldlA[mSR-BI] cells, DiI-HDL uptake fluorescence, 3 h; 100 = double the neutral-control signal;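 active = mean replicate activation of at least 60% and every replicate at or above 60%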;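 also: 0% = median plate neutral-control signal and 100% = twice that signal; values of inactives mirror those of a sister screen read the other way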
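Assay system: CHO ldlA[mSR-BI] cells, LDL receptor-null, SR-BI overexpressing; medium: Ham's F12 with 0.5% BSA, HEPES 25 mM, pH 7.4; also added: DiI-HDL 10 µg/mL; timing: 3 h uptake period with compound, 37 °C; signal: DiI fluorescence, bottom read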
RTF Ca sens inh: cardiac RTF calcium desensitization; 0.12% of 340,000 active; IANBD-labeled cardiac RTF, Ca2+ fluorescence; inhibition, % at 7.15 µM; P19429+P45379;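 active = inhibition above the mean inhibition of all tested compounds plus 3 SD, cut at about 17% in these data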;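 also: assay run at fixed EC70 calcium of 1.6 mM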
NSD2 HMT inh: NSD2 (human) methyltransferase inhibition | AID 743445 | NSD2 peptide methylation, AlphaScreen, 120 min | 0.54% of 310,000 active | O96028 | inhibition, % at 12.5 µM; in the data active = inhibition above about 50%
Target sequence (O96028 whole entry, looked up): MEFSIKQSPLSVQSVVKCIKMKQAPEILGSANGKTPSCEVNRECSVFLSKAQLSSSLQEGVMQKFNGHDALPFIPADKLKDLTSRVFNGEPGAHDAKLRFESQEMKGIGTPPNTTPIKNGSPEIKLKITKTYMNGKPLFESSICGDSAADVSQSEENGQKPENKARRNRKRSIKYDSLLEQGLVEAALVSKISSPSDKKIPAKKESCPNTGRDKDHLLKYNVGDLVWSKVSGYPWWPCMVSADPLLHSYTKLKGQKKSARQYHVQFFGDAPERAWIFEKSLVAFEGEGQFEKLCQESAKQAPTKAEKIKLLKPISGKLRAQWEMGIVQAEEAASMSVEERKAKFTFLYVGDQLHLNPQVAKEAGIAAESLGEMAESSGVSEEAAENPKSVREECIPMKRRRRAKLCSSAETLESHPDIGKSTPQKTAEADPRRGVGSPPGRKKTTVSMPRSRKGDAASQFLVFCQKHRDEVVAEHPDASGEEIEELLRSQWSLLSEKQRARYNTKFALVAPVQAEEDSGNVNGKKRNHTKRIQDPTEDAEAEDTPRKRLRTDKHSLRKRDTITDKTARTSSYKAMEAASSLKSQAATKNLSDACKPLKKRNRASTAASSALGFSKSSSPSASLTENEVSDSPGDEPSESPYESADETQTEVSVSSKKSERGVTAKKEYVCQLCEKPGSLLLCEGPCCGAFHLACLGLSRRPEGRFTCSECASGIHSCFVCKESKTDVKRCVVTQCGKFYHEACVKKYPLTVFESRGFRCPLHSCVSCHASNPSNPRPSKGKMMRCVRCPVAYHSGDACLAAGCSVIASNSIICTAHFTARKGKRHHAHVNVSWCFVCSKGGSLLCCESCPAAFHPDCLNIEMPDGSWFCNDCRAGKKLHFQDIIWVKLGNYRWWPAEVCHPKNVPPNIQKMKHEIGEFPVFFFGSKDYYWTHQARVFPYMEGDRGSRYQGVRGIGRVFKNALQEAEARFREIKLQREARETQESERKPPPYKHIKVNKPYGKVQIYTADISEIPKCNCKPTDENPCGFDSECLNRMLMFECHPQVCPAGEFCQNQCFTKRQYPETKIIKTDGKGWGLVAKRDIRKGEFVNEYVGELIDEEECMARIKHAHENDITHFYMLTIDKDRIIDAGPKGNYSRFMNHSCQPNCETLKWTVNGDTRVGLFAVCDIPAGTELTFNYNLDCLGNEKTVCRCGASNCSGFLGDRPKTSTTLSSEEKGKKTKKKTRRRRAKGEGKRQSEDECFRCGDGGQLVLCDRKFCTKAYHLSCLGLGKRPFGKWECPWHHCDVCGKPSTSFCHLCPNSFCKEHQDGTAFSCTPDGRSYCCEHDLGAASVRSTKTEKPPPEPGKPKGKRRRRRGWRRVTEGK
LANA DNA inh: inhibitors of KSHV LANA C-terminal domain DNA binding; 0.078% of 340,000 active; MBP-C-LANA/FAM-LBS DNA binding, fluorescence polarization; inhibition, % at 9 µM;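 active = highest replicate inhibition at or above 60% at 9 µM, even if other replicates fall short; inactive = all replicates below 60% inhibition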;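 also: 0% = neutral control wells and 100% = 4 µM acridine orange control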
PKA-R2B act: PKA-R2B complex activation. PKA-R2B holoenzyme dissociation, Cy5-IP20 fluorescence polarization; R2B truncated from residue 108, S112A mutant; 0% DMSO only, 100% 113 µM cGMP. activation, % at 11.4 µM. 0.079% of 340,000 active. AID 504700;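 active = activation above a cutoff set at the mean over all compounds plus 3 SD, cut at about 18% in these data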;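 also: higher means more holoenzyme dissociation and a rise in polarization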
Keap1-Nrf2 PPI: Keap1-Nrf2 (human) interaction inhibition | 0.15% of 340,000 active | inhibition, % at 9.4 µM | Q14145 | AID 504523 | Keap1 Kelch-Nrf2 peptide fluorescence polarization, 1536-well; in the data active = inhibition above about 12%;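 also: human Keap1 Kelch domain with fluorescein labeled Nrf2 9mer peptide probe; 0% = neutral control wells and 100% = peptide positive control; higher means more block of Keap1 binding to Nrf2 peptide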
PvdQ acylase: blocks Pseudomonas aeruginosa PvdQ acylase activity; inhibition, % at 10 µM; purified PvdQ acylase, fluorescence plate reader; 0.063% of 340,000 active; in the data active = inhibition above about 30%, passing the limit was not always enough;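 also: 0% = vehicle neutral wells and 100% = reference inhibitor wells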
DAGLB inh: blocks human DAGLB lipase activity; Q8NCG7; HEK293T DAGLB membrane lysate, EnzChek fluorogenic substrate; inhibition, % at 5.17 µM; 0.059% of 340,000 active; in the data active = inhibition above about 34%;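 also: 0% = enzyme with vehicle and 100% = wells lacking enzyme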
Numbers without * were called inactive; / = no result given.

SMILES	SR-BI DiI inh	Arrestin-AP2 inh	SR-BI DiI-HDL act	RTF Ca sens inh	NSD2 HMT inh	LANA DNA inh	PKA-R2B act	Keap1-Nrf2 PPI	PvdQ acylase	DAGLB inh
Cc1cc(F)ccc1S(=O)(=O)N1CCCOC1CNC(=O)C(=O)NCCc1ccccc1 (centres undefined)	21	39	/	-1	-3	0.9	4	-2	-13	6
CC(C)NC(=O)c1ccccc1NC(=O)/C=C/c1ccc([N+](=O)[O-])cc1	10	7	-10	-15	2	-0.6	-6	0	-7	1
CCc1nc(N)c(C#N)c(-c2ccco2)c1C	27	-7	-27	-18	-5	-0.3	-12	-3	-7	-3
CCN1CCN(c2c(Cl)cccc2NC(=O)c2ccc([N+](=O)[O-])cc2)CC1	25	2	-25	0	0	0.3	8	0	-14	-2
NC(=O)c1cc(S(=O)(=O)NC2CCCCC2)co1	-20	-5	20	-10	-4	-1.1	-4	-5	-11	0
N#Cc1ccc(C(=O)OCC(=O)Nc2cccnc2Cl)cc1	-16	48	16	-13	-4	-0.2	1	-2	-6	4
COc1cccc(C(=O)NC2CC3CCCC(C2)N3CC(=O)Nc2ccccc2)c1 (centres undefined)	28	11	-28	-16	-1	3.0	-11	1	7	-1
c1cncc(-c2nnc3sc(-c4ccco4)nn23)c1	-1	-10	1	-4	3	-1.1	-1	-6	-14	0
CCOCCCNC(=S)NCCc1ccccc1	-43	-5	43	-8	-2	0.0	8	-8	-10	2
Cc1ccnc(NC(=O)CCC(=O)N(CC(=O)NCC2CCCO2)Cc2ccc(F)cc2)c1 (centres undefined)	/	-9	/	0	-1	-0.2	-10	-1	-7	3
CCOC(=O)c1c(C)cc(=O)oc1C	-14	22	14	-4	-2	0.6	-3	2	21	-1
CC(C)c1ccc(N(CC(=O)NCc2ccc(F)cc2)C(=O)c2snc(C(N)=O)c2N)cc1	/	38	/	5	11	0.1	2	-2	5	-3
C/C(=N\NC(=O)c1nnn(-c2nonc2N)c1CSc1ccc(C)cc1)c1ccco1	11	-7	-11	-1	1	0.8	-4	-2	-3	0
Cc1cccc(OCC(=O)NNC(=O)Nc2cccc(Cl)c2)c1C	-5	-4	5	-14	-1	-0.2	-5	1	20	4
CCSc1cc(N2CCCC2)nc(-c2ccc(F)cc2)n1	/	21	/	10	-2	-1.3	5	-4	6	-4
O=C(Cc1c(Cl)cccc1Cl)NC1CC1	4	-1	-4	-20	-6	-0.6	10	-6	-18	-1
Cc1ccc(S(=O)(=O)N(C)C)cc1NC(=O)COC(=O)C1(c2ccccc2)CC1	-19	20	19	-6	/	-1.9	-9	0	-1	1
C/C(=C\c1ccc2c(c1)OCO2)C1Nc2cccc3cccc(c23)N1	39	17	-39	0	/	62*	-5	7	-6	10
O=S(=O)(NCc1ccccc1)c1ccccc1Br	2	2	-21	1	/	0.7	7	-7	-11	-1
Cc1csc(NC(=O)c2ccc(S(=O)(=O)N3CCCC3)cc2)n1	9	1	-9	-19	/	-0.5	-4	-2	-4	-1

5 entries already listed, sorted by heavy-atom count, low to high.
SMILES	SR-BI DiI inh	Arrestin-AP2 inh	SR-BI DiI-HDL act	RTF Ca sens inh	NSD2 HMT inh	LANA DNA inh	PKA-R2B act	Keap1-Nrf2 PPI	PvdQ acylase	DAGLB inh
CCOC(=O)c1c(C)cc(=O)oc1C	-14	22	14	-4	-2	0.6	-3	2	21	-1
O=C(Cc1c(Cl)cccc1Cl)NC1CC1	4	-1	-4	-20	-6	-0.6	10	-6	-18	-1
O=S(=O)(NCc1ccccc1)c1ccccc1Br	2	2	-21	1	/	0.7	7	-7	-11	-1
Cc1ccc(S(=O)(=O)N(C)C)cc1NC(=O)COC(=O)C1(c2ccccc2)CC1	-19	20	19	-6	/	-1.9	-9	0	-1	1
CC(C)c1ccc(N(CC(=O)NCc2ccc(F)cc2)C(=O)c2snc(C(N)=O)c2N)cc1	/	38	/	5	11	0.1	2	-2	5	-3

2 entries drawn at random from those above, as already listed:
SMILES	SR-BI DiI inh	Arrestin-AP2 inh	SR-BI DiI-HDL act	RTF Ca sens inh	NSD2 HMT inh	LANA DNA inh	PKA-R2B act	Keap1-Nrf2 PPI	PvdQ acylase	DAGLB inh
Cc1csc(NC(=O)c2ccc(S(=O)(=O)N3CCCC3)cc2)n1	9	1	-9	-19	/	-0.5	-4	-2	-4	-1
CC(C)c1ccc(N(CC(=O)NCc2ccc(F)cc2)C(=O)c2snc(C(N)=O)c2N)cc1	/	38	/	5	11	0.1	2	-2	5	-3

New compounds follow
SMILES	SR-BI DiI inh	Arrestin-AP2 inh	SR-BI DiI-HDL act	RTF Ca sens inh	NSD2 HMT inh	LANA DNA inh	PKA-R2B act	Keap1-Nrf2 PPI	PvdQ acylase	DAGLB inh
CCn1cc(/C=C/C(=O)Nc2ccn(Cc3c(F)c(F)c(F)c(F)c3F)n2)cn1	39	-7	-39	-5	1	-0.3	-1	-6	-15	0
COC(=O)c1nc2ccccn2c1F	/	1	/	1	-2	0.1	-2	1	-10	-4
CC1(c2ccccc2Cl)NC(=O)N(CC(=O)c2ccc3c(c2)OCO3)C1=O (centres undefined)	-14	22	14	5	-1	0.3	-3	0	0	-2
O=C(COc1ccc(Cl)cc1Cl)c1ccc[nH]1	-24	-10	24	-3	-2	0.6	-7	-1	-17	-3
COCC(C)n1c(C)cc(C(=O)COC(=O)CNC(=O)c2ccccc2)c1C (centres undefined)	-8	-4	8	-17	0	-1.8	-1	-2	-4	2
CCNC(=S)N(CCCO)Cc1cc2cc3c(cc2[nH]c1=O)OCCO3	6	1	-6	1	2	1.9	1	-6	-6	1
Cc1cccc(OCc2nnc(NC(=O)c3cccs3)s2)c1	-3	-3	3	-2	-2	0.2	8	-9	-5	3
Cc1ccc(S(=O)(=O)NCCC(=O)Oc2ccc3ccc(=O)oc3c2)cc1	0	-1	0	2	5	9.9	2	3	-7	-1
CCC(=O)Nc1ccc2c(c1)nc(CN1CCN(C(C)=O)CC1)n2C	-18	-2	18	-2	4	0.7	-6	-1	-15	-4
Cc1cccc(NC(=O)C2COc3ccccc3O2)n1 (centres undefined)	-53	2	53	-8	-1	0.8	-3	2	-17	-6
COc1ccc2[nH]c3c(=O)n(Cc4ccc(C(=O)NCC5CCCO5)cc4)c(=S)[nH]c3c2c1 (centres undefined)	-41	-21	41	0	-3	1.0	-12	1	0	1
Cc1ccc(S(=O)(=O)NCCCCC(NC(=O)OC(C)(C)C)C(=O)O)cc1 (centres undefined) (tested in a mixture with another compound)	9	5	-9	-4	0	-0.4	13	-7	2	-2
Cc1ccc(OCC(=O)Oc2ccc(C(C)C)cc2)cc1	-7	-20	7	-12	-3	-0.1	-5	2	-10	-7
N#Cc1cccc(NC(=O)C2CCCN(C(=O)c3ccc(Cl)cc3)C2)c1 (centres undefined)	12	-6	-12	-6	-3	0.2	-3	-7	-13	0
Cc1ccc(S(=O)(=O)N2CCN(c3ccccc3)CC2)c(C)c1	4	15	-4	3	-4	-0.1	-1	-6	12	-9
O=C(CN1C(=O)NC(c2ccccc2)(c2ccccc2)C1=O)NC1CCCC1	1	-9	-1	-3	3	-0.9	-11	1	-4	0
NS(=O)(=O)c1ccc(CCNC(=O)COC(=O)CCSc2ccc(Cl)cc2)cc1	1	-1	-1	-3	-1	-0.9	-4	1	5	0
COC(=O)c1cnc2c(c1C(=O)OC)c(=O)n(C)c(=O)n2C	-14	-6	14	-12	-4	3.0	3	-1	19	-2
O=C1OCC2=C1C(c1ccccc1)CC(=O)N2c1ccc(F)cc1 (centres undefined)	-18	11	18	2	0	-0.9	-5	-1	-5	-1
O=[N+]([O-])c1ccc(S(=O)(=O)NCCc2ccncc2)cc1	-10	39	10	0	-7	1.0	1	-5	0	0
CSc1nc(N(C)NC(=O)c2ccccc2)c2ccccc2n1	-15	11	15	9	1	-0.4	-7	-1	4	0
O=C(O)c1ccc(CSCc2ccccc2F)o1	-7	1	7	2	0	-0.8	0	-2	4	-1
CCOc1ccc(OCC(=O)OCc2cc(=O)n3cc(Br)ccc3n2)cc1	-18	15	18	-3	2	-1.7	-6	0	-2	-4
O=C(c1ccc(CS(=O)c2ccccc2Cl)o1)N1CCOCC1 (centres undefined)	2	1	-2	-12	-2	-0.9	-6	3	-10	1
CC(/C=C/c1ccccc1)=N\NC(=O)CSc1ccccn1	-10	-2	10	-13	30	-2.8	-5	-4	-8	1
CS(=O)(=O)Nc1ccc(S(=O)(=O)Nc2nccs2)cc1	-8	4	8	-4	-4	-0.7	-5	-4	-19	0
Cc1nn(-c2ccccc2)c2nc(=O)n(-c3ccccc3)cc12	52	28	-52	-6	-2	0.2	6	-4	1	2
O=C(CCN1CCN(Cc2ccccc2)CC1)NNC(=O)Cc1ccc(Cl)c(Cl)c1	3	/	-3	0	0	1.3	-11	-1	-12	1
C=CCOc1ccc(C2/C(=C(\O)c3ccc4c(c3)OCCO4)C(=O)C(=O)N2CCCN2CCOCC2)cc1 (centres undefined)	-15	11	15	-10	4	-0.2	2	-7	7	-2
Cc1ccc(C(=O)C(C)OC(=O)CCN=C2NS(=O)(=O)c3ccccc32)cc1 (centres undefined)	-19	8	19	-7	-2	-0.6	-11	-5	-9	1
O=C(NCc1cccc(F)c1F)C1CCC(=O)N(C2CC2)C1 (centres undefined)	-9	-10	9	-6	-6	-0.5	-17	-4	4	-3
CC(=O)c1cccc(Nc2c3c(nc4ccccc24)CCC3)c1	15	-24	-15	-6	-2	-2.0	-1	2	-1	-2
CCCCOC(=O)/C(=C/C=C/c1ccccc1)NC(=O)c1ccccc1	35	2	-35	/	0	-0.6	/	-2	-8	/
CC(C)(C)c1cc(C(=O)NCCCn2ccnc2)cc(C(C)(C)C)c1	/	18	/	-6	-2	1.1	0	3	-12	3

Compound activity as filed in PubChem BioAssay.
